# Compound activity: PubChem, The Scripps Research Institute Molecular Screening Center
# LYPLA2 inh – LYPLA2 (human) inhibition in PME1 counter-screen | inhibition, % at 5.9 µM | O95372 | AID 2177 | 320,000 compounds, 0.38% hits | recombinant LYPLA2, FP-Rh probe fluorescence polarization;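 active = inhibition above the screen-wide mean plus 3 SD, limit set per campaign, cut at about 26% in these data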;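 note: 0% = LYPLA2 with DMSO and 100% = wells lacking LYPLA2 enzyme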
# PAD4 inh – blocks human protein arginine deiminase 4. Q9UM07. recombinant PAD4, RCA probe fluorescence polarization. inhibition, % at 6.36 µM. 330,000 compounds, 0.41% hits;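 active = percent inhibition above a cutoff equal to the mean of all tested compounds plus 3 SD, cut at about 15% in these data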;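 note: 0% = PAD4 with RCA probe and DMSO and 100% = probe without PAD4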
# pPAFAH inh – pPAFAH (human) enzyme inhibition | AID 463082 | 330,000 compounds, 1.5% hits | Q13093 | inhibition, % at 3.39 µM | recombinant pPAFAH, FP-rhodamine probe fluorescence polarization;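 active = inhibition above the mean inhibition across the screen plus 3 SD, cut at about 25% in these data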;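 note: inhibitors block binding of the rhodamine activity-based probe so polarization drops; 0% = enzyme with DMSO and 100% = wells lacking pPAFAH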
# LYPLA1 counter – counter-screen for PME1 inhibitors: inhibitors of human LYPLA1. 320,000 compounds, 0.16% hits. inhibition, % at 5.9 µM. AID 2174. recombinant LYPLA1, FP-Rh probe fluorescence polarization. O75608;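 active = inhibition above the mean of all tested compounds plus 3 SD, set per campaign, cut at about 14% in these data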;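 note: inhibitors block serine hydrolase probe labeling of LYPLA1 so polarization falls; 0% = enzyme with DMSO and 100% = wells lacking LYPLA1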
# Target sequence (O75608 whole entry, looked up): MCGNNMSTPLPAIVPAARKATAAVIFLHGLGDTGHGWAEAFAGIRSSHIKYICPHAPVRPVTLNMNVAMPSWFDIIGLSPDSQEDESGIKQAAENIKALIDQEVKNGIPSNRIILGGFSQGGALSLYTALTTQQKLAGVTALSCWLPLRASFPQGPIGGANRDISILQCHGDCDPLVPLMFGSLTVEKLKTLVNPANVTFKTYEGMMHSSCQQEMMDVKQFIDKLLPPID
# GSTO1 inh – GSTO1 inhibition, counter-screen for RBBP9 inhibitors. inhibition, % at 5.96 µM. recombinant GSTO1, activity-based probe fluorescence polarization. AID 1974. 300,000 compounds, 1.1% hits. P78417;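 active = inhibition above the campaign mean inhibition plus 3 SD, cut at about 35% in these data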;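 note: 0% = GSTO1-1 with DMSO and 100% = wells lacking GSTO1-1 enzyme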
# Target sequence (P78417 whole entry, looked up): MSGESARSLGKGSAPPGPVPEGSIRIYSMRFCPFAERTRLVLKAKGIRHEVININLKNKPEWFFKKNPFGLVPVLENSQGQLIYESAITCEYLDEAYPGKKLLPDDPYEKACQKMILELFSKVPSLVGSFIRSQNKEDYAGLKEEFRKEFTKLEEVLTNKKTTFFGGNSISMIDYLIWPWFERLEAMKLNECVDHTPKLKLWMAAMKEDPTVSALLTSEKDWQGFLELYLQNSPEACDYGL
# PAFAH1B2 inh – PAFAH1B2 (human) inhibition; P68402; recombinant PAFAH1B2, FP-rhodamine activity probe, fluorescence polarization; inhibition, % at 3.39 µM; 340,000 compounds, 1.2% hits; AID 492953;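 active = inhibition above the mean of all tested compounds plus 3 SD, cut at about 24% in these data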;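 note: 0% = enzyme with DMSO and 100% = wells lacking PAFAH1B2; many of its hits are not listed in these tables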
# Target sequence (P68402 whole entry, looked up): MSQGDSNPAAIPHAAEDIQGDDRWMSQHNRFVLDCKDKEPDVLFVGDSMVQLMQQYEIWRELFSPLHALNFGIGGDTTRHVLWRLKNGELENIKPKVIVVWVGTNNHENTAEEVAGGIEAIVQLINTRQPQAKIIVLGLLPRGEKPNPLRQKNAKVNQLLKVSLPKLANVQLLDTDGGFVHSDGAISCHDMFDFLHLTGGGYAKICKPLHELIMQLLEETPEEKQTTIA
# PAFAH1B3 FP inh – blocks human PAF acetylhydrolase 1B catalytic subunit 3. AID 492972. recombinant PAFAH1B3, FP-rhodamine probe, fluorescence polarization. Q15102. inhibition, % at 3.39 µM. 340,000 compounds, 0.28% hits;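 active = inhibition above the screen-wide average of all tested compounds plus 3 SD, cut at about 25% in these data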;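 note: 0% = enzyme with DMSO only and 100% = wells lacking PAFAH1B3 protein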
# Target sequence (Q15102 whole entry, looked up): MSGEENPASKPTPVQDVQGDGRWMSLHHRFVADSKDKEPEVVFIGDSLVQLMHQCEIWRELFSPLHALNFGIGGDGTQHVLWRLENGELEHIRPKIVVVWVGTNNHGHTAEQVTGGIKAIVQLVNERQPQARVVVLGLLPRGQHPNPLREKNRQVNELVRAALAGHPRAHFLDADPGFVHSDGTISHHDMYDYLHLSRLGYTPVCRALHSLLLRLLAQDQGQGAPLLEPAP
# PREPL inhibitor – human PREPL enzyme inhibition. recombinant PREPL, fluorescence polarization activity-based probe. inhibition, % at 5.96 µM. 320,000 compounds, 0.68% hits. AID 2751; in the data active = inhibition above about 43%;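 note: 0% = enzyme with DMSO and 100% = wells lacking enzyme; many of its hits are not listed in these tables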
# PME-1 primary – blocks human protein phosphatase methylesterase 1; Q9Y570; recombinant PME-1, FP-Rh probe fluorescence polarization; inhibition, % at 5.9 µM; 320,000 compounds, 0.53% hits;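 active = inhibition above the campaign mean of all compounds plus 3 SD, cut at about 26% in these data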;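 note: competitive labeling of PME-1 active site by serine hydrolase directed probe; 0% = PME-1 with DMSO and 100% = wells lacking PME-1 enzyme; inhibitors block probe labeling so polarization falls and inhibition rises; many of its hits are not listed in these tables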
# Active calls of the source: *; . = no result given; & = joins results of further samples.
SMILES,LYPLA2 inh,PAD4 inh,pPAFAH inh,LYPLA1 counter,GSTO1 inh,PAFAH1B2 inh,PAFAH1B3 FP inh,PREPL inhibitor,PME-1 primary
Cc1ccc(C2=Nc3ccccc3N(C(=O)c3ccccc3)C(C)C2)cc1 (configuration not stated),4,3,0,2,3,-1,7,-6,-2
S=C(NCCc1ccccc1)Nc1ccc(Cl)cc1,6,4,-4,-2,-5,3,0,4,4
Cc1onc(-c2ccccc2Cl)c1C(=O)N1CCC(Cc2ccccc2)CC1,1,-3,-3,-2,1,4,6,7,-6
CCN1C(=O)c2ccccc2S(=O)c2ccc(C(=O)N3CCOCC3)cc21 (configuration not stated),-4,-2,-1,-3,6,9,10,8,-4
Cc1nsc2c1ccc1ccccc12,0,1,-1,-2,1,2,-5,-2,1
N#Cc1ccc(NC(=O)c2cc(=O)c3ccccc3o2)cc1,0,4,0,1,5,3,3,8,-4
COc1ccc(CCNc2oc(COc3ccccc3Cl)nc2C#N)cc1OC,-1,0,8,-2,29,6,4,13,8
Cc1ccc(CN(C(=O)c2ccco2)C(C(=O)NC2CCCC2)c2ccc(N3CCOCC3)cc2)cc1 (configuration not stated),5,-2,5,0,8,0,6,-1,-5
COC(=O)c1ccc(NCN2C(=O)C3C4CCC(C4)C3C2=O)cc1 (configuration not stated),4,0,6,-1,-6,4,1,0,1
CCCOc1cccc(-c2cc(C(=O)NNC(=S)NCC)c3ccccc3n2)c1,-1,-2,22,-8,-12,7,8,7,6
CCCCN1C[C@H](C)[C@@H](CC(=O)NCc2ccccc2)C1=O,-2,-2,1,1,10,0,11,-1,1
COc1ccccc1NC(=O)c1c([N+](=O)[O-])cnn1C,5,5,2,0,-2,0,9,6,-17
COc1cccc(C(=O)Nc2ccc3[nH]ncc3c2)c1,-2,-1,3,0,4,-3,15,6,1
COc1ccc(C(=O)NCCc2nnc(SCc3nc4ccccc4c(=O)[nH]3)n2C)cc1,8,-4,0,-1,8,6,8,-7,0
CN(C)CCCN(C(=O)c1ccc(S(=O)(=O)N2CCCC2)cc1)c1nc2ccc(Br)cc2s1,-1,0,3,1,2,1,-4,8,3
N#CC1=C(S)N=C(N)C(c2nc(-c3ccccc3)cs2)C12CCCC2 (configuration not stated),-8,-21,-1,0,-11,3,0,-7,-9
Fc1ccccc1C1CCN(Cc2nc(CC3CC3)no2)C1 (configuration not stated),4,-2,3,1,-17,4,0,-1,-3
CC(C)(C)NC(=O)Nc1cccc(Cl)c1Cl,3,2,-1,-2,0,2,7,-4,0
CCOc1cccc(NCc2cc3c(C(C)(C)C)nn(-c4ccccc4)c3[nH]c2=O)c1,-5,-2,11,-4,0,-1,-4,12,4
Nc1nc(SCC(=O)N2CCCc3ccccc32)[nH]c(=O)c1-c1ccccc1,4,2,6,1,-3,18,-1,8,1
O=C(Nc1cccc([N+](=O)[O-])c1)c1ccncc1,-2,-8,-4,-5,-1,3,6,3,-2
O=C(Nc1ccc(CN2CCOCC2)cc1)c1ccc(-c2ccc(Br)cc2)o1,-7,-7,8,-12,-3,-4,-6,-16,-20
CCN1C(=O)N(CC)C2NC(=S)NC21 (configuration not stated),5,-7,7,3,6,3,4,-5,4
COc1ccc2nc(C)cc(SCC(=O)O)c2c1,2&8,-1&3,1&0,1&3,-4&4,1&-2,7&0,-13&-8,-4&-6
Cc1cc(/C=N/n2cnnc2)c(C)n1-c1ccc(OCc2ccc(F)cc2)cc1,16,-2,12,5,-1,-3,1,16,2
COc1ccc(-n2c(-c3ccc(Cl)cc3)c[nH]c2=S)cc1,4,-8,2,-1,-3,2,3,14,7
CCCCCCC(=O)Nc1ccc(C(=O)N2CCCC2)cc1,5,2,1,3,4,3,1,-1,-3
CN(Cc1ccc(C(C)(C)C)cc1)C(=O)Cc1ccc(S(=O)(=O)N2CCOCC2)s1,3,-2,14,1,.,2,-1,9,3
CCN(CC)CCn1c2ccc(Cl)cc2c2nc(C)sc21,5,3,2,3,-1,-5,9,-1,4
Cc1cc(C(F)(F)F)nc(SCC(=O)NC2=NC(=O)C(C)S2)n1 (configuration not stated),8,1,-3,-1,6,-1,13,8,-1
COc1ccc(-c2cc(-c3ccccc3)c(C#N)c(SCC(=O)Nc3ncc(C)s3)n2)cc1,-74,-7,-9,-46,-16,-21,-36,-10,-51
CCOc1cc(C(=O)NC)cc(OCC)c1OCC,-1,-1,-2,-1,-1,1,10,16,-3
CCc1ccc(C(=O)OCC(=O)NCC(F)(F)F)cc1,2,-4,6,1,10,-2,-1,4,0
COCc1nnc(NC(=O)CCc2ccc(OC)cc2)s1,2,2,-5,2,3,2,4,-14,1
CC(C)(C)C(=O)Nc1c2c(nn1-c1cccc(Cl)c1)CS(=O)(=O)C2,-1,-1,1,-2,-4,0,7,6,-3
CO/N=C/c1c(-c2ccc(Cl)cc2)nc2cc(C)ccn12,-4,-3,2,-4,2,3,-2,3,-4
COc1ccc(C(c2c(C)n(C)n(-c3ccccc3)c2=O)c2c(C)n(C)n(-c3ccccc3)c2=O)cc1,6,1,1,1,6,0,11,3,-2
CC(=O)OC1CSC2c3ccccc3C(=O)N2Cc2sccc21 (configuration not stated),7,6,0,2,1,1,-3,-4,5
COc1ccc(-c2nn(-c3ccccc3)cc2/C=N/Nc2ccc(S(N)(=O)=O)cc2[N+](=O)[O-])cc1OC,-3,-2,14,-4,12,-9,3,17,5
CCCc1nnc(NC(=O)CCS(=O)(=O)Cc2ccccc2)s1,-3,-1,5,-3,0,-2,11,-5,-4
CC(=O)c1cnc2cc(-c3ccccc3)nn2c1C,-5,-3,-4,-4,-5,-4,6,20,-2
Cc1ccc(CCNC(=O)C2CCC(=O)N(Cc3ccccc3F)C2)o1 (configuration not stated),0,3,3,3,-3,6,7,14,3
COc1ccccc1Oc1ccc(N/C=C2/CCCC2=O)cc1,12,3,7,6,5,-1,-2,14,6
COc1cccc(NC(=O)Cc2nnc(SCC(=O)NC(C)c3ccccc3)n2C)c1 (configuration not stated),-1,3,-2,-6,4,0,-1,8,-3
Clc1cc(Cl)cc(CN2CCSCC2)c1,-4,0,4,-2,5,7,11,0,0
COc1ccccc1NC(=O)CCn1c(=O)c2cccn2c2ccccc21,26*,-1,4,-2,7,3,3,-1,2
CC(Oc1cc2oc(=O)c3c(c2cc1Cl)CCCC3)C(=O)NCc1cccnc1 (configuration not stated),2,1,3,-1,5,-1,2,6,4
COC(=O)C1NN=C(C(=O)c2ccc(Br)cc2)C1c1cccc(Br)c1 (configuration not stated),-12,1,-2,-8,-1,13,-2,-6,-4
Cc1nn(-c2ccccc2)c(N)c1C(O)(C(F)(F)F)C(F)(F)F,-6,-7,-2,2,1,3,8,-3,-3
CCc1cc(=O)oc2cc(C)cc(OC(C)C(=O)NC3CC(C)(C)NC(C)(C)C3)c12 (configuration not stated),3,-2,3,1,-2,0,3,-2,2
CN(C)CCN[C@H]1CCC2C3CC=C4C[C@@H](O)CC[C@]4(C)C3CC[C@@]21C (some centres not stated),.,-3,1,.,.,3,6,25,.
Cc1ccc(OCCN2CCN(c3ncnc4sc(C)c(C)c34)CC2)cc1,12,1,2,4,4,3,0,-109,-6
Cc1cccc(C(=O)NCC(=O)N2CCN(c3ccc(Cl)cc3)CC2)c1,0,-2,7,-2,4,7,1,21,1
CC(=O)N(CCC(Cc1ccccc1)c1ccc2c(c1)OCO2)Cc1ccc(Cl)cc1 (configuration not stated),-4,-2,4,-6,3,6,2,-21,8
Cc1n[nH]c(C)c1S(=O)(=O)N1CCCC(C(=O)NCc2ccccc2Cl)C1 (configuration not stated),3,-5,6,-3,5,7,11,-3,3
O=C(NCC(=O)N1CCN(c2ccccn2)CC1)c1ccc(Br)o1,-2,-1,-9,0,-6,1,6,-3,-3
COc1cccc(C(=O)Nc2cc3c4c(c2)CC(=O)N4CCC3)c1,4,-2,14,2,1,-1,4,16,-1
CC(=O)Oc1ccc2c(=O)c(/C=N/c3cc(=O)[nH]c(=S)[nH]3)coc2c1,3,3,12,-2,10,1,9,31,2
CCOc1ccc(C2/C(=C(/O)c3ccc(F)cc3)C(=O)C(=O)N2CCCN(C)C)cc1 (configuration not stated),0,-2,7,0,-4,1,2,-7,-6
Cc1ccc(C23CC4CC(CC(NC(=O)N5CCN(C)CC5)(C4)C2)C3)cc1,1,-6,4,1,-4,1,10,-116,-4

# Profiles as entered above. Values in the order: LYPLA2 inh | PAD4 inh | pPAFAH inh | LYPLA1 counter | GSTO1 inh | PAFAH1B2 inh | PAFAH1B3 FP inh | PREPL inhibitor | PME-1 primary
# CC(=O)Oc1ccc2c(=O)c(/C=N/c3cc(=O)[nH]c(=S)[nH]3)coc2c1 across the screens: 3 | 3 | 12 | -2 | 10 | 1 | 9 | 31 | 2
# COc1cccc(NC(=O)Cc2nnc(SCC(=O)NC(C)c3ccccc3)n2C)c1 (configuration not stated) across the screens: -1 | 3 | -2 | -6 | 4 | 0 | -1 | 8 | -3

# Next records.
SMILES,LYPLA2 inh,PAD4 inh,pPAFAH inh,LYPLA1 counter,GSTO1 inh,PAFAH1B2 inh,PAFAH1B3 FP inh,PREPL inhibitor,PME-1 primary
Cc1cccc(N(CC(=O)NC2CC2)S(=O)(=O)c2ccc(Cl)cc2)c1,-2,2,2,-2,5,6,7,8,3
CCOc1cc(OCC)cc(C(=O)NC(=S)Nc2cccc(C(F)(F)F)c2)c1,-10,1,5,-4,-11,3,5,5,-12
c1cc2c(cc1Oc1nc(N3CCOCC3)nc(N3CCOCC3)n1)OCO2,-1,-1,2,4,1,-3,7,8,2
Cc1c(NS(=O)(=O)c2ccc([N+](=O)[O-])cc2)c(=O)n(-c2ccccc2)n1C,-3,-3,-5,-1,2,1,4,0,-5
COc1ccccc1C(=O)Nc1ccc2c(c1)CN(C(=O)CSC)CC2,7,-1,1,-1,-1,-1,-5,-3,1
O=C(Nc1ccc(S(=O)(=O)N2CCOCC2)cc1)c1ccc(Cl)cc1Cl,6,-2,9,0,0,1,2,9,-1
CCSC1=NCCN1S(=O)(=O)c1ccc(F)cc1,-2,-3,3,2,11,-2,3,1,-1
O=C(OCC#CCSc1nnc(-c2cccc3ccccc23)o1)c1ccc(F)cc1,.,1,1,.,.,4,7,-8,.
CC(=O)Nc1nonc1-n1nnc(C(=O)NCc2ccccc2)c1C,1,-1,-3,-1,-2,4,2,-5,5
CCCc1nnc(SCC(=O)N2CCOCC2)n1Cc1ccco1,-6,-4,-2,-1,-1,-1,8,-5,-4
CSc1ncc(CN2CCc3c([nH]c4ccccc34)C2c2cccc(C)n2)cn1 (configuration not stated),2,3,7,3,14,2,3,3,2
Cc1ccc(S(=O)(=O)CCC(=O)OCC(=O)NCc2ccccc2)cc1,-2,1,13,-3,23,3,3,19,0
CON(C)S(=O)(=O)c1ccc2c(c1)N(Cc1ccc(C)cc1)C(=O)C1CCCN21 (configuration not stated),-32,-9,-2,-9,-9,-8,-11,-10,-5
CN(CC(=O)Nc1c(Cl)cccc1Cl)C(=O)c1ccc(-n2cncn2)c([N+](=O)[O-])c1,0,-1,-6,2,14,-2,5,18,-10
COc1ccc(N2CC(C(=O)N[C@H](C(=O)NC3CCCC3)C(C)C)CC2=O)cc1 (some centres not stated),-2,-5,0,2,10,4,5,12,-5
COc1cc(-c2cc(C(=O)Nc3cccc(S(=O)(=O)N(C)C)c3)c3ccccc3n2)cc(OC)c1OC,-58,2,-8,-22,10,0,0,12,-33

# Some of the compounds tested (hit frequency here may not be typical).
